Screens: PubChem BioAssay, The Scripps Research Institute Molecular Screening Center
GPR151 ag: activators of human GPR151, primary screen, cell-based, PathHunter beta-arrestin, luminescence; 650,000 compounds, 1% hits; AID 1508602, 2020; activation, % at 11.2 µM; PathHunter beta-arrestin GPR151 cells; in the data active means activation above about 4.9%;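 further: 0% = median of compound wells and 100% = cells with positive control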
Target sequence (Q8TDV0 whole entry, looked up): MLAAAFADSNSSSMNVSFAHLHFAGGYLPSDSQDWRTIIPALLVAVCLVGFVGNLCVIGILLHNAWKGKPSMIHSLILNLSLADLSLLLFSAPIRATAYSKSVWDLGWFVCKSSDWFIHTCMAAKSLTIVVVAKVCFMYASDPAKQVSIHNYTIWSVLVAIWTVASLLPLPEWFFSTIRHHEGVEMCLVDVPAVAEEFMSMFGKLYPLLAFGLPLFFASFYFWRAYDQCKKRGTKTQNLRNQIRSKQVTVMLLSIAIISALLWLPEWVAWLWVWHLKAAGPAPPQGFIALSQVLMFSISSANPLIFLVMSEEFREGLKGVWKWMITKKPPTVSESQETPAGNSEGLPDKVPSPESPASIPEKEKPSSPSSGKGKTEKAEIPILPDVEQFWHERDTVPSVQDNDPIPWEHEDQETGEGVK
MITF inh: MITF inhibitors, primary screen, biochemical, AlphaScreen, human | AlphaScreen MITF homodimerization, bead proximity signal | 650,000 compounds, 0.91% hits | inhibition, % at 2.6 µM; in the data active means inhibition above about 50%;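 further: 0% = vehicle wells with protein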
Target sequence (O75030 whole entry, looked up): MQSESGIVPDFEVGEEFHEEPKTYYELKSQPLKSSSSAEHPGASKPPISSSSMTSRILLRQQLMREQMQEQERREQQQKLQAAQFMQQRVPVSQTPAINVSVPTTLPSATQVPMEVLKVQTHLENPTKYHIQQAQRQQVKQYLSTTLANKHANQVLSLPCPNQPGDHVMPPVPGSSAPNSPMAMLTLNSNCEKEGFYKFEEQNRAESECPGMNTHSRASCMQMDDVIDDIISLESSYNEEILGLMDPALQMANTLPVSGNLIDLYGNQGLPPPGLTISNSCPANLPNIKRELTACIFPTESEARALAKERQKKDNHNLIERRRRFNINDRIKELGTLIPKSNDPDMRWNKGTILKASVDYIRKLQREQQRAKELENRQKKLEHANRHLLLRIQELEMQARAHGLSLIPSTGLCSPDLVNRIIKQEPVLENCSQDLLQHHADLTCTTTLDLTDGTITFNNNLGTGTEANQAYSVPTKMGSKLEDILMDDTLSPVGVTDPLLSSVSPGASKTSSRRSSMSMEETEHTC
FBW7 act: FBW7 E3 ligase activators, primary screen, biochemical, AlphaScreen, human | F-box/WD repeat-containing protein 7 (Homo sapiens), Q969H0 | AlphaScreen FBW7–phospho-cyclin E peptide binding, activator screen | normalized activity (activation), % at 26.1 µM | 650,000 compounds, 0.13% hits; in the data active means normalized activity above about 1.9%;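 further: purified mutant Fbw7 with reduced substrate affinity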
TEAD-YAP block: TEAD-YAP interaction inhibition, primary screen, TEAD-YAP interaction inhibitor project, luminescence, HEK-TIYL cells. TEAD-Gal4/YAP UAS-luciferase luminescence. AID 1259422, 2018. inhibition, % at 9.12 µM. 640,000 compounds, 1.4% hits; in the data active means inhibition above about 32%;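 further: 0% = median of test compound wells and 100% = reference inhibitor wells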
* = called active by the depositor; · = not tested or not shown; & = joins results of further samples.

SMILES | GPR151 ag | MITF inh | FBW7 act | TEAD-YAP block
OCC1CCN(C2CCCN(C/C(Cl)=C/c3ccccc3)C2)CC1 (stereo not given) | -1.8 | 0 | 0.1 | -5
CC1CNc2c(Br)cc(Br)cc2NC1=O (stereo not given) | -0.5 | -3 | 0.2 | -7
Cc1ccc(-n2c(SCC(=O)NCc3ccccc3)nc3n[nH]c(C)c3c2=N)cc1C | 0.2 | 2 | -0.1 | 41*
CCCCCNC(=O)c1c[nH]c2ccc(S(=O)(=O)NC3CCCCNC3=O)cc2c1=O (stereo not given) | -0.5 | -11 | -0.1 | -3
FC(F)(F)c1ccc(CN2CCN(Cc3cccnc3)CC2)cc1 | 1.1 | 81* | -0.2 | -13
CCN(C(C)=O)c1nc(CSc2nc(-c3ccccc3)cs2)cs1 | -1.4 | -33 | 0.0 | -2
CC(C)Sc1ccc2nnc(-c3ccc(F)cc3)n2n1 | 0.3 | 6 | -0.3 | -14
CCOC(=O)C1=C(C)N=c2s/c(=C\c3cc(I)c(O)c(OC)c3)c(=O)n2C1c1ccc(Cl)cc1 (stereo not given) | -1.9 | -6 | 0.0 | -7
Cc1cc(C)n(C(=O)c2nn(C)cc2Cl)n1 | -1.1 | 4 | 0.2 | 2
CC(C)CC(=O)Nc1ccc2c(c1)CCC(=O)N2Cc1ccccc1 | -0.9 | -3 | -0.1 | 7
CCOc1ccc(/C=C2\SC(=S)N(CCC(=O)N3CCOCC3)C2=O)cc1 | -1.3 | 5 | 0.2 | 8
Cc1sc(NC(=O)Cn2c(=O)n(C)c3ncccc32)c(C#N)c1C | 4.0 | 6 | -0.2 | -1
C=CCOc1c(Br)cc(/C=C2/NC(=S)N(C(C)=O)C2=O)cc1OC | 1.5 | 13 | 0.2 | -5
O=C(O)c1ccc(Sc2ccccc2Cl)c([N+](=O)[O-])c1 | 0.1 | 3 | -0.1 | -1
Cc1ccc2nc(N3C(=O)c4cccc5cccc(c45)C3=O)sc2c1 | 1.5 | 0 | 0.0 | 1
COc1ccc(-c2nc(NC(=O)CSCCO)sc2C)cc1 | -1.5 | -11 | -0.1 | 3
CCN(CC)C(=O)CSc1nc2ccccc2c2nc(-c3ccc([N+](=O)[O-])cc3)nn12 | 0.3 | 0 | -0.1 | -4
CCCC(=O)ON1C(=O)c2cccc3cccc(c23)C1=O | 5.5* | 20 | 0.1 | -3
COC(=O)C1=CN(Cc2ccccc2)C=C(C(=O)OC)C1c1ccc(Cl)c(Cl)c1 | 2.1 | -29 | 0.6 | -5
Cc1ccc2nc(COc3cccc(Oc4ccccc4)c3)cc(=O)n2c1 | -0.4 | -5 | 0.0 | -4
Cc1occc1C(=O)N/N=C/c1ccccc1 | -4.7 | 5 | -0.1 | -26
O=C(Nc1cccc(Cl)c1)c1cccc(NC(=O)c2cccs2)c1 | 1.0 | 9 | 0.0 | -13
CCc1cc2c(=O)n(NC(=O)c3cc4ccccc4cc3O)cnc2s1 | -1.7 | 1 | 0.2 | -3
Cc1ccccc1Oc1ccc(-n2c(C)ccc2C)cc1 | -0.3 | -5 | -0.1 | 3
Cc1cc(=O)oc2c1ccc1oc(Nc3ccccc3)cc12 | 0.3 | 21 | 0.1 | 7

Single records, from the list above:
COC(=O)C1=CN(Cc2ccccc2)C=C(C(=O)OC)C1c1ccc(Cl)c(Cl)c1 is listed with GPR151 ag: 2.1; MITF inh: -29; FBW7 act: 0.6; TEAD-YAP block: -5
Cc1cc(C)n(C(=O)c2nn(C)cc2Cl)n1 is listed with GPR151 ag: -1.1; MITF inh: 4; FBW7 act: 0.2; TEAD-YAP block: 2

Gathered by group: the compounds so far containing fluorine (two)
SMILES | GPR151 ag | MITF inh | FBW7 act | TEAD-YAP block
FC(F)(F)c1ccc(CN2CCN(Cc3cccnc3)CC2)cc1 | 1.1 | 81* | -0.2 | -13
CC(C)Sc1ccc2nnc(-c3ccc(F)cc3)n2n1 | 0.3 | 6 | -0.3 | -14

Remaining list, next part:
SMILES | GPR151 ag | MITF inh | FBW7 act | TEAD-YAP block
CCCOc1ccc(-c2nn(-c3ccccc3)cc2/C=c2\sc3nc(=O)c(Cc4ccccc4)nn3c2=O)cc1 | 2.4 | 0 | 0.0 | 2
COCCN(CCOC)C(=O)c1c[nH]c2ccc(S(=O)(=O)N(C)c3ccc(F)cc3)cc2c1=O | -0.3 | 1 | 0.1 | 1
COc1ccc2nc(SCC(=O)Nc3ccc(C(C)=O)cc3)[nH]c2c1 | -1.3 | -3 | 0.0 | -16
O=C(NCCOc1ccccc1)c1cnc(Nc2ccncc2)s1 | 2.4 | 4 | 0.1 | -24
C[C@@H](Cn1nnc2ccccc21)NC(=O)c1n[nH]c(=O)c2ccccc12 | -0.7 | 6 | 0.0 | 1
CC(=O)Nc1ccc(C2C(C#N)=C(N)Oc3n[nH]c(-c4ccccc4)c32)cc1 (stereo not given) | 1.4 | 7 | -0.8 | 3
O=C(NCc1ccccc1)c1ccc2nc(Nc3ncccn3)sc2c1 | 0.5 | -2 | 0.2 | 0
COc1ccc(C(=O)CNc2ccc(C#N)cc2)cc1 | -0.1 | 1 | -0.1 | 11
Cc1ccc(Cl)cc1N1CCN(C(=O)CCC(=O)N2CC(C)Oc3ccccc32)CC1 (stereo not given) | 2.4 | 2 | -0.2 | -5
O=C(CC1CC1)N1CCC2(CC1)OCc1cc(Br)ccc1O2 | 0.2 | -16 | 0.0 | 3
c1ccc(CN2CCN(c3nc4ccccc4c4nc(-c5cccnc5)nn34)CC2)cc1 | -1.1 | 9 | 0.0 | 7
CCc1ccccc1NC(=O)c1cc(S(=O)(=O)N2CCN(c3cccc(C)c3C)CC2)ccc1F | 1.2 | 23 | 0.6 | 2
C=CCN1c2ccccc2[C@]23C[C@@H](C(=O)OC)N(C(=O)Nc4cccc(C#N)c4)C2=NC(C(=O)OC)=C(C(=O)OC)[C@H]13 | -1.1 | -18 | 0.1 | ·
Nc1ccccc1C(=O)/C=C/c1ccc2c(c1)OCO2 | -1.0 | -10 | -0.2 | ·
O=C(COC(=O)C1CC(=O)N(c2ccc(F)cc2)C1)c1ccc([N+](=O)[O-])cc1 (stereo not given) | 1.9 | 10 | -0.2 | 9
Cc1ccsc1CN1CCc2nc(N3CCCC(C)C3)[nH]c(=O)c2C1 (stereo not given) | -1.0 | -9 | 0.0 | -8
CCOC(CNC(=O)CC(NS(=O)(=O)c1ccc(C)cc1)c1ccco1)OCC (stereo not given) | -0.5 | -9 | -0.1 | -1
O=C(Nc1cccc(Cl)c1)n1c(=O)oc2cc(Br)ccc21 | -0.7 | -14 | 0.1 | -4
CC12CC3CC(C)(C1)CC(CNC(=O)c1cccs1)(C3)C2 | -1.2 | -7 | 0.0 | 12
C=CCN(C#N)c1nc(NC(C)C)nc(NC(C)C)n1 | 0.3 | 10 | 0.1 | -4
CCOC(=O)C1=C(N)N(c2ccc([N+](=O)[O-])cc2)C2=C(C(=O)CC(C)(C)C2)C1c1cc(OC)c(OC)c(OC)c1 (stereo not given) | 2.6 | 11 | 0.1 | 12
CCOC(=O)N1CCC(NCc2ccccc2Cl)CC1 | -0.8 | 8 | 0.2 | -5
CCOC(=O)c1c(C)sc(Sc2ccccc2[N+](=O)[O-])c1OC(C)=O | 2.0 | 9 | -0.2 | -2
Cc1cccc(Cn2c(SCCO)nc3c2c(=O)[nH]c(=O)n3C)c1 | 0.5 | -3 | 0.5 | -6
CCC(NC(=O)c1cc(OC)c(OC)c(OC)c1)C12CC3CC(CC(C3)C1)C2 (stereo not given) | 0.1 | 2 | 0.0 | 6

Further compounds:
SMILES | GPR151 ag | MITF inh | FBW7 act | TEAD-YAP block
Cc1ccc(NC(=O)CN2CCN(c3ccc(O)cc3)CC2)c(Br)c1 | -1.2 | -3 | 0.0 | 0
CC1(C)CC(=O)C(C(C2=C(O)CC(C)(C)CC2=O)c2ccc3c(c2)OCO3)=C(O)C1 | 2.6 | 3 | 0.1 | 4
CC(C)c1ccc(/C=C2\C(=O)NN(c3ccccc3)C2=O)cc1[N+](=O)[O-] | -0.1 | 4 | 0.1 | 1
CCOC(=O)C1CCN(Cn2nc(-c3ccc(F)cc3)oc2=S)CC1 | -0.1 | 4 | 0.1 | 8
O=[N+]([O-])c1cccc(CNCc2ccccc2)c1 | 0.0 | 14 | 0.3 | -2
CC(=O)NCCc1nc2cc(NC(C)=O)ccc2n1C | -0.7 | 15 | -0.1 | 9
Cn1c(Cc2ccccc2C(=O)O)nc(=O)c2ccccc21 | 0.7 | 8 | 0.0 | 0
O=C(Nc1cnn(-c2cccc(C(=O)Nc3ccc(N4CCOCC4)cc3)c2)c1)Oc1ccccc1 | 0.2 | 2 | -0.1 | -6
O=C(C1CCN(C2CCN(C/C=C/c3ccco3)CC2)CC1)N1CCOCC1 | 0.4 | 8 | 0.0 | 4
Nc1ccc(Nc2nc(-c3ccc(O)c(O)c3)cs2)cc1 | 1.2 | 98* | -0.3 | -5
COc1ccc(CN(C)CC(=O)c2c[nH]c3ccccc23)c(OC)c1 | 0.1 | 0 | 0.2 | 2
Cn1ccnc1SCc1cc(=O)c(OC(=O)c2ccc(Cl)cc2)co1 | -1.3 | 1 | -0.2 | 0
CCc1ccc(-n2nnc(-c3nc(-c4ccc(OC)cc4)no3)c2N)cc1 | -1.4 | 3 | -0.4 | 4
COc1cc(/C=C(\C#N)C(=O)Nc2ccccc2)ccc1O | 0.8 | -10 | 0.0 | -6
COc1cc([N+](=O)[O-])ccc1NC(=O)c1ccc(C)cc1Cl | -0.5 | 12 | 0.0 | -4
C=CC1(C)CC(=O)C2(O)C(C)(O1)C(OC(C)=O)C(O)C1C(C)(C)CCC(O)C12C (stereo not given) | 0.7&1.1 | 10&20 | 0.3&0.6 | -69&-68
COC(=O)[C@@H](C)NC(=O)CCc1nnc(CCc2ccc(OC)cc2)o1 | 0.0 | -5 | -0.1 | -6
CCCCn1c(=O)n(C)c(=O)c2c(C(=O)OCC)cc(-c3ccccn3)nc21 | -0.3 | 2 | 0.0 | -1
COc1ccc(C(=O)OCc2ccc(C)cc2)cc1OC | -1.7 | 17 | 0.1 | -15
O=C(OCc1cccnc1)c1ccccc1Nc1ccnc2c(Cl)cccc12 | 0.4 | 5 | 0.2 | -4
CCC(Cc1ccccc1)N1C(=O)c2cccnc2C1=O (stereo not given) | -0.5 | -4 | -0.2 | 0
O=C1CCC(C(=O)Nc2nnc(C3CC3)s2)=NN1 | 2.1 | -5 | -0.2 | -7
COCCNC(=S)N=Nc1c(O)n(C)c2ccccc12 | -1.5 | 11 | -0.2 | 2
Cc1nn(CN2CCN(S(=O)(=O)c3ccccc3[N+](=O)[O-])CC2)c(C)c1[N+](=O)[O-] | -0.3 | 8 | 0.0 | 8
CCCOc1ccc(NC(=O)C2CC(=O)N(C)C(=Nc3ccc(Cl)c(C(F)(F)F)c3)S2)cc1 (stereo not given) | -0.9 | 3 | 0.0 | -4
CN(C)c1ccc(C(C#N)(C#N)C2C(=O)c3ccccc3C2=O)cc1 | 2.5 | 13 | -0.1 | 2
CCOC(=O)C1=CN(Cc2ccc(OC)cc2)C=C(C(=O)OCC)C1c1ccc2c(c1)OCO2 | -0.6 | 8 | 0.3 | 5
COc1cccc(OCCn2cc(/C=C3/C(=N)N4N=C(C(C)C)SC4=NC3=O)c3ccccc32)c1 | 0.8 | -24 | 0.1 | 2
COc1ccc(OCC(=O)Nc2ccc(N3CCOCC3)cc2)cc1 | -1.7 | -2 | -0.2 | 0

Given with tabs: part of the list above
molecule	GPR151 ag	MITF inh	FBW7 act	TEAD-YAP block
CN(C)c1ccc(C(C#N)(C#N)C2C(=O)c3ccccc3C2=O)cc1	2.5	13	-0.1	2
COC(=O)C1=CN(Cc2ccccc2)C=C(C(=O)OC)C1c1ccc(Cl)c(Cl)c1	2.1	-29	0.6	-5
CC1CNc2c(Br)cc(Br)cc2NC1=O (stereo not given)	-0.5	-3	0.2	-7

Not a hit list; overall some 3.4% were active at least once.
